High-throughput results: PubChem BioAssay, several laboratories
DNA FID counter – compounds displacing fluorescent DNA intercalator, primary screen, artefact control for HCV NS3 helicase inhibitor project, biochemical, FID fluorescence; 290,000 compounds, 0.17% hits; inhibition, % at 7.9 µM; DNA fluorescent intercalator displacement; in the data active means inhibition above about 37%;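 further: 0% = vehicle and 100% = reference compound; higher means more ethidium bromide displaced from hairpin DNA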
IMP-1 inhibitor – IMP-1 metallo-beta-lactamase inhibitors, primary screen, biochemical, epi-absorbance readout, Pseudomonas aeruginosa enzyme; metallo-beta-lactamase IMP-1 (Pseudomonas aeruginosa); 290,000 compounds, 0.45% hits; purified IMP-1, nitrocefin hydrolysis, epi-absorbance fluorescence; inhibition, % at 5.6 µM;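 active means inhibition above the mean plus 3 SD of all compounds in the same screening run, cut at about 4.5% in these data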;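 further: 0% = IMP-1 with DMSO and 100% = DMSO wells lacking enzyme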
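System: Purified IMP-1 | Read-out basis: Percent enzyme inhibition | Controls: IMP-1 with DMSO as 0%, enzyme-free DMSO as 100% | Replicates: One well per compound | Doses: 5.6 µM nominal single concentration | Detection: Epi-absorbance fluorescence, 480 nm excitation, 530 nm emission | Incubation: 25 °C, 15 min preincubation, 25 min reaction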
OXTR ag – human OXTR agonists, primary screen, fluorescence, CHO-OTR cells, Fluo-8 calcium; Fluo-8 calcium fluorescence; normalized: DMSO 0%, oxytocin 100%; activation, % at 3 µM; 320,000 compounds, 0.32% hits;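 active means activation above the mean of all tested compounds plus 3 SD, cutoff set per screening run, cut at about 20% in these data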;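 further: peak over basal fluorescence ratio from a 100 s FLIPR kinetic read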
NS3 helicase inh – inhibitors of HCV NS3 helicase, primary screen, biochemical, Cy5 molecular beacon fluorescence; Hepatitis C virus NS3 helicase; NS3 helicase DNA unwinding; inhibition, % at 10.9 µM; 290,000 compounds, 0.56% hits; AID 1800, 2009;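 active means inhibition above the mean of all tested compounds plus 3 SD, set per campaign, cut at about 35% in these data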;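 further: 0% = DMSO wells and 100% = thioflavine S control wells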
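Assay system: hepatitis C virus NS3 helicase domain fragment enzyme. Also added: annealed dual-labelled DNA beacon duplex, ATP-started. Timing: 1 h reaction at 25 °C, ATP-initiated. Technique: Cy5 fluorescence at 0 and 60 min, beacon hairpin quenching. Evaluation: % inhibition of unwinding. Replication: one well per compound.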
GalR3 antagonist – GalR3 antagonists in HEK293 cells, primary screen, cell-based, fluorescence readout. inhibition, % at 3 µM. HEK293 GalR3-CNG cAMP membrane potential fluorescence; galR3 body fused to GalR1 C-terminus. Galanin receptor type 3 (Homo sapiens), O60755. 360,000 compounds, 0.44% hits. AID 651719, 2012;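 active means inhibition above the screen-wide average plus 3 SD, cut at about 13% in these data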;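 further: forskolin and galanin both at EC90 stimulate the cells; cAMP rise reported by CNG channel membrane potential dye signal; 0% = forskolin plus galanin with DMSO and 100% = forskolin alone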
Target sequence (O60755 1-299 limits assumed): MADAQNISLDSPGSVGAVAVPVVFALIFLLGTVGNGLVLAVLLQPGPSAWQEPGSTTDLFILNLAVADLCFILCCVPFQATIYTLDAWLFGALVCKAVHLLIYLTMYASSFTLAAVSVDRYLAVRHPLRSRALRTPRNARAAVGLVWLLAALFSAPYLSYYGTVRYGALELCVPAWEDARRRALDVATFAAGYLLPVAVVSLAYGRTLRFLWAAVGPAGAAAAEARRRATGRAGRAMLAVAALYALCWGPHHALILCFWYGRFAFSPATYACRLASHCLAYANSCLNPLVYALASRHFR
PHOSPHO1 inh – PubChem AID 1565; recombinant PHOSPHO1, absorbance phosphatase assay; Phosphoethanolamine/phosphocholine phosphatase (Homo sapiens), Q8TCT1; inhibition, % at 13.3 µM; 290,000 compounds, 1.1% hits; in the data active means inhibition above about 60%
Target sequence (Q8TCT1 whole entry, looked up): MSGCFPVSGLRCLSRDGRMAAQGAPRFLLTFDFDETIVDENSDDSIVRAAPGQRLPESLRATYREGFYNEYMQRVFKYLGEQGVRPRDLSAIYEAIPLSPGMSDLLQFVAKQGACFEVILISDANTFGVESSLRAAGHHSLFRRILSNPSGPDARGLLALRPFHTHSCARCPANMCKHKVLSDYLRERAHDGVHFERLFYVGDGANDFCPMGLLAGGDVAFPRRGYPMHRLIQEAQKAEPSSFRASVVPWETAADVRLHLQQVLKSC
GPR7 antagonist – GPR7 receptor antagonists, primary screen, cell-based, fluorescence, single concentration | AID 1861, 2009 | GPR7-expressing cells, fluorescence antagonist assay | 290,000 compounds, 1.1% hits | inhibition, % at 4.4 µM; in the data active means inhibition above about 16%, passing the limit was not always enough;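 further: cells stimulated with the agonist NPW; 0% = agonist with vehicle and 100% = vehicle without agonist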
V1aR counter – agonists of human V1a receptor, primary screen, counter-screen for OXTR agonist project, fluorescence, CHO-V1R cells; Fluo-8 calcium fluorescence, agonist mode; 0% DMSO, 100% 3 nM vasopressin; Vasopressin V1a receptor (Homo sapiens), P37288; AID 2797, 2010; 320,000 compounds, 0.25% hits; activation, % at 3 µM;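 active means activation above the mean activation of all tested compounds plus 3 SD, per screening run, cut at about 20% in these data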;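 further: signal is peak over basal fluorescence ratio across a 100 second FLIPR read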
Target sequence (P37288 whole entry, looked up): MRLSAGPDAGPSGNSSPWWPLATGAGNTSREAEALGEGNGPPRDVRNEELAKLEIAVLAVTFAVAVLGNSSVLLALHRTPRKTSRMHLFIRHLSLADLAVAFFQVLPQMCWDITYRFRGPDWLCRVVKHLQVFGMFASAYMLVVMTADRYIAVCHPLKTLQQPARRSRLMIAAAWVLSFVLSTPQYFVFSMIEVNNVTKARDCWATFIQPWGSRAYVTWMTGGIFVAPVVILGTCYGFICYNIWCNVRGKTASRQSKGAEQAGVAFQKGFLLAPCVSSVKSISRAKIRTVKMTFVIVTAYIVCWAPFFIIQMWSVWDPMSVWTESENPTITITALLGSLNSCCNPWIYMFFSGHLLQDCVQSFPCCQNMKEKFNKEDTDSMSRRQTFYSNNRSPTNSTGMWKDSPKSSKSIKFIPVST
VIM-2 inh – VIM-2 metallo-beta-lactamase inhibitors, primary screen, biochemical, epi-absorbance readout, Pseudomonas aeruginosa enzyme. inhibition, % at 5.6 µM. 290,000 compounds, 0.89% hits. purified VIM-2, nitrocefin hydrolysis, epi-absorbance fluorescence;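 active means inhibition above the mean of all tested compounds plus 3 SD, cutoff set per screening run, cut at about 7.5% in these data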;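 further: red hydrolysis product quenches plate fluorescence so inhibitors raise well fluorescence; 0% = enzyme with DMSO and 100% = DMSO without enzyme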
Starred values were filed as active, the others as inactive; . = no result given.

SMILES	DNA FID counter	IMP-1 inhibitor	OXTR ag	NS3 helicase inh	GalR3 antagonist	PHOSPHO1 inh	GPR7 antagonist	V1aR counter	VIM-2 inh
O=C(CCCCCn1c(=O)[nH]c2ccccc2c1=O)NCCc1c[nH]c2ccccc12	-19	-0.1	-1.6	-4	-4	35	7	1.4	2.6
S=C(NCCSCc1ccc(Cl)cc1)Nc1ccccc1	-5	-1.1	-0.2	-8	-11	39	9	2.0	-2.6
CC1(C)O[C@@H]1COc1c2ccoc2cc2oc(=O)ccc12	-2	-2.4	-0.4	-6	-3	-16	-8	-0.4	-1.6
Cn1c(CN2CCN(C(=O)c3ccc(F)cc3)CC2)nc2cc([N+](=O)[O-])ccc21	-16	-0.1	-0.8	-2	-4	-11	-4	0.6	-1.2
CC1CCN(c2nc(N(C)c3ccccc3)nc(N)c2[N+](=O)[O-])CC1	-29	-3.6	-3.2	1	2	15	-17	-0.8	0.4
O=C(COC(=O)c1ccc([N+](=O)[O-])o1)Nc1cccc(S(=O)(=O)N2CCOCC2)c1	4	-2.6	1.1	8	-9	4	-2	-0.1	-2.0
O=C(CN1CCN(c2ccccn2)CC1)N1CC(O)CO1 (stereo unspecified)	-4	-3.4	-0.2	3	0	29	-7	0.8	-3.4
COc1ccc([N+](=O)[O-])cc1NC(=O)Nc1ccccc1	-5	0.0	0.4	-1	5	4	2	0.6	-1.1
NC(=O)c1ccccc1N=Cc1ccccn1	-2	-1.0	0.7	4	-5	14	17	0.1	0.5
Cc1ccccc1NC(=O)c1cccc(N2C(=O)C3CCC(C)CC3C2=O)c1 (stereo unspecified)	-26	-1.0	4.8	0	-10	47	6	6.3	-0.2
C=CCn1c(-c2cccnc2Cl)nc2cc(Cl)c(Cl)cc21	-16	-1.8	-1.0	2	-1	10	1	-0.5	-0.8
Cc1nnc(NC(=O)c2c(F)c(F)c(F)c(F)c2F)s1	-1	-1.8	1.4	2	-4	15	-14	1.5	-0.7
NC(N)=N/N=C/c1cccc([N+](=O)[O-])c1O	5	-2.8	0.0	11	-4	0	-14	0.9	-4.7
Cc1ccc(NC(=S)NCCN2CCOCC2)cc1C	0	0.0	-0.9	5	-5	42	7	0.1	0.9
Cc1ccc(C)c(N(C(=O)CNC(=O)c2ccco2)C(C(=O)NC2CCCC2)c2ccncc2)c1 (stereo unspecified)	-37	-1.7	0.2	-5	-9	26	-8	-0.1	-0.9
CC(C)Oc1cccc(C(=O)C2CCCN(C(=O)CCn3cnnn3)C2)c1 (stereo unspecified)	-13	-1.4	0.2	7	-5	37	-7	-0.1	-1.8
COc1cccc(CN2CCN(CC#Cc3ccccc3)CC2CCO)c1 (stereo unspecified)	-10	-1.4	.	-10	-6	49	-9	.	-2.5
CN(CCOCCOc1ccc(F)cc1)Cc1ccccc1	10	-4.9	0.5	-13	-12	14	-1	-0.3	-0.3
CCCn1c(SC/C(O)=C(\C#N)c2nc3ccccc3[nH]2)n[nH]c1=O	-8	-4.0	0.7	3	-4	48	-4	0.1	-2.4
COc1ccc(Nc2nc(NCCN3CCOCC3)nc(Nc3ccc(OC)cc3)n2)cc1	1	-2.2	3.1	-80	-11	33	-6	5.2	-0.4
O=C(NCc1ccccc1F)C1CCCN1C(=O)Nc1ccccc1 (stereo unspecified)	-2	-2.5	-0.9	7	-7	36	-6	-0.5	-1.5
CCN1C(=O)[C@H]2[C@@H](c3ccc(C)cc3)N3C(=O)N(c4ccc(OC)cc4)C(=O)[C@@]3(Cc3ccc(Cl)cc3)[C@H]2C1=O	-37	-0.9	0.8	-25	-8	4	0	0.3	-1.5
CCOC(=O)CC(N)c1ccc2c(c1)OCO2 (stereo unspecified)	-2	-4.6	0.8	-4	-10	11	-5	2.3	-5.2
Cc1ccc(CCNC(=O)C2CCN(S(=O)(=O)c3c(C)nn(C)c3C)CC2)cc1	-21	-3.4	0.7	2	0	26	-8	0.2	-1.3
Cn1cccc1C(=O)NC(=O)CSc1nnc(C2CC2)n1-c1ccccc1	-19	-3.8	0.0	3	-3	14	-12	4.2	3.5
Additional records.
SMILES	DNA FID counter	IMP-1 inhibitor	OXTR ag	NS3 helicase inh	GalR3 antagonist	PHOSPHO1 inh	GPR7 antagonist	V1aR counter	VIM-2 inh
O=C(NCc1ccccn1)C(=O)NCC1OCCN1S(=O)(=O)c1ccc([N+](=O)[O-])cc1 (stereo unspecified)	-5	-0.7	0.9	-6	-1	18	1	-0.8	-2.5
CC(Oc1ccc([N+](=O)[O-])cc1)C(=O)NCCCN1CCOCC1 (stereo unspecified)	0	-4.6	-0.4	2	0	66*	-6	0.6	-4.0
C=CCCC(=O)NC1CC(C)(C)Cc2c1cnn2-c1ccc(OC)cc1 (stereo unspecified)	-38	1.8	-1.7	4	-11	40	26*	-0.8	0.6
O=C(NNS(=O)(=O)c1ccc(F)cc1)c1ccc(S(=O)(=O)N2CCCCC2)cc1	-18	-1.6	-2.8	1	4	-5	4	0.0	-7.0
COc1ccc(C2CC(c3ccccc3)Nc3nc(NS(C)(=O)=O)nn32)cc1 (stereo unspecified)	-19	-2.8	0.1	12	0	37	-4	0.2	-2.9
COc1ccc([N+](=O)[O-])c(OC)c1C(=O)Nc1ccc(F)cc1F	-7	-2.7	-0.7	-8	1	-1	7	0.7	-2.8
O=C(CN1C(=O)C2CCCCC2C1=O)Nc1nccs1 (stereo unspecified)	-4	-2.5	0.7	14	-1	20	3	1.0	-2.4
COCCn1c(SCC(=O)Nc2ccc(OC)c(S(N)(=O)=O)c2)nc2ccccc21	-9	-3.0	0.6	-3	-5	-1	-6	0.1	-4.4
CCn1c(SCC(=O)NCCc2ccc(Cl)cc2)nnc1-c1cccs1	-35	-5.0	-2.0	5	-4	-7	4	-0.4	-4.2
O=C(OCC(=O)N1CCc2ccccc21)C1=COCCO1	-2	-2.7	-1.3	-7	-1	13	-3	-0.8	-2.7
Clc1nc(Cl)nc(-c2cn(-c3ccccc3)c3ccccc23)n1	2	-2.5	-0.4	-3	.	12	-7	-1.4	-1.0
CCOC(=O)c1sc2nc(CC(=O)OC)nc(NCCN3CCOCC3)c2c1C	-7	-2.5	.	-6	-4	0	-10	.	-2.7
CCOc1ccccc1NC(=O)C(=O)NCC1CCCN1CC (stereo unspecified)	4	-3.3	0.9	2	-4	19	-9	0.9	0.2
COc1ccc2oc(-c3ccccc3)c(C(=O)N(C)C)c2c1	-12	-1.2	-1.2	3	-9	.	-6	-0.1	-1.5
CC(=O)NCCC(=O)N1CCCC(N(C)CCc2ccccc2)C1 (stereo unspecified)	-2	-1.6	-0.7	-18	-9	-1	-2	0.6	-0.7
NC(=S)Nc1cccc(O)c1	-2	-2.8	-0.2	4	-8	48	-8	0.3	-2.1
N#Cc1c(-c2ccc(F)cc2)cc(C2CC2)nc1SCC(=O)c1cccs1	1	0.6	0.5	7	-2	-2	-5	0.8	-2.0
COc1cc(NC(=O)COC(=O)CC(NC(C)=O)c2ccccc2)cc(OC)c1 (stereo unspecified)	-28	-4.8	0.5	-3	-8	28	-5	-0.5	-2.7
COC(=O)c1ccccc1NC(=O)c1nc2nc(C)cc(C(F)F)n2n1	-1	0.2	-0.7	1	-4	-22	0	-1.0	-0.3
Cc1ccccc1NS(=O)(=O)c1ccc(OCC(=O)NCc2cccnc2)cc1	-11	-2.1	0.1	8	-11	-34	1	0.0	-3.4
CCOC(=O)C1=C(C)N(c2ccccc2)C(=O)NC1c1cccc([N+](=O)[O-])c1 (stereo unspecified)	-22	-5.6	-2.1	-2	3	-18	-5	0.9	-5.2
O=C(COC(=O)C1(c2ccccc2F)CCCC1)N1CCN(C(=O)c2ccco2)CC1	-36	-2.6	0.8	5	-6	14	-11	-0.1	-2.1
CCOC(=O)N1CCC(N2C(=O)c3ccccc3C2Nc2ccc(Cl)cn2)CC1 (stereo unspecified)	-10	-3.0	-1.0	6	.	24	-3	1.1	0.1
Cc1cc(C)n(C(=O)c2ccc([N+](=O)[O-])cc2[N+](=O)[O-])n1	1	-0.1	-1.9	5	-3	-11	9	-1.4	5.5
Cc1ccc(N(C(C)C(=O)N2CCOCC2)S(C)(=O)=O)cc1C (stereo unspecified)	-3	-1.5	-0.3	6	-1	29	8	0.5	-2.0
COc1ccc2c(c1)CCCC21SC(NC(C)=O)=NN1C(C)=O (stereo unspecified)	-3	-1.8	0.3	0	1	23	-8	1.1	0.6
CCCOC(=O)CCc1n[nH]c(=O)[nH]c1=O	2	-3.5	0.3	1	2	-3	-3	0.3	-2.6
Cc1noc(C)c1COC(=O)COc1ccc2c(C)cc(=O)oc2c1	-12	-0.6	-0.2	5	-3	-15	-2	-1.2	1.4

Structures shown so far that have fluorine:
SMILES	DNA FID counter	IMP-1 inhibitor	OXTR ag	NS3 helicase inh	GalR3 antagonist	PHOSPHO1 inh	GPR7 antagonist	V1aR counter	VIM-2 inh
Cn1c(CN2CCN(C(=O)c3ccc(F)cc3)CC2)nc2cc([N+](=O)[O-])ccc21	-16	-0.1	-0.8	-2	-4	-11	-4	0.6	-1.2
Cc1nnc(NC(=O)c2c(F)c(F)c(F)c(F)c2F)s1	-1	-1.8	1.4	2	-4	15	-14	1.5	-0.7
CN(CCOCCOc1ccc(F)cc1)Cc1ccccc1	10	-4.9	0.5	-13	-12	14	-1	-0.3	-0.3
O=C(NCc1ccccc1F)C1CCCN1C(=O)Nc1ccccc1 (stereo unspecified)	-2	-2.5	-0.9	7	-7	36	-6	-0.5	-1.5
O=C(NNS(=O)(=O)c1ccc(F)cc1)c1ccc(S(=O)(=O)N2CCCCC2)cc1	-18	-1.6	-2.8	1	4	-5	4	0.0	-7.0
COc1ccc([N+](=O)[O-])c(OC)c1C(=O)Nc1ccc(F)cc1F	-7	-2.7	-0.7	-8	1	-1	7	0.7	-2.8
N#Cc1c(-c2ccc(F)cc2)cc(C2CC2)nc1SCC(=O)c1cccs1	1	0.6	0.5	7	-2	-2	-5	0.8	-2.0
COC(=O)c1ccccc1NC(=O)c1nc2nc(C)cc(C(F)F)n2n1	-1	0.2	-0.7	1	-4	-22	0	-1.0	-0.3
O=C(COC(=O)C1(c2ccccc2F)CCCC1)N1CCN(C(=O)c2ccco2)CC1	-36	-2.6	0.8	5	-6	14	-11	-0.1	-2.1

Rows were taken by chance. About 4.3% of those tested had a hit in this group.
